MmCpn inh: inhibitors of Methanococcus maripaludis chaperonin (MmCpn); purified Mm-Cpn ATPase, ADP Transcreener TR-FRET; Potency, µM (titrated, usually from 76.9 µM), inactives show at the top dose activity, negative = inhibition, usual class: inhibitors; 330,000 compounds, 0.031% hits; also: potency is read from the fitted curve at half-maximal effect; % is scaled to controls: 0 for no effect and ±100 for the full control effect; nearly all actives have a fitted effect of over 80% in size
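ATPase turnover read by TR-FRET ADP competition (Eu cryptate antibody/ADP-d2, 665/590 nm): 10uM ATP final, 25nM Mm-CPN final, 30 min 37degC after 10-min compound preincubation, pH 7.4 Tris/KCl/MgCl2/DTT buffer.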
EPAC2 ag: agonists of human EPAC2 (RAPGEF4) | Q8WZA2 | EPAC2 activation, biochemical qHTS; response scale: 100% = 6.5 mM cAMP response | Potency, µM (series often up to 154 µM), inactives show at the highest dose activation, actives largely listed as activators | 360,000 compounds, 0.079% hits; also: potency is read from the fitted curve at half-maximal effect; nearly all actives have a fitted effect of over 50% in size
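Exchange assay: 100 nM EPAC2 with 250 nM Rap1B-BODIPY-GDP and 50 uM GDP. Fluorescence (ex 480/em 540 nm) read every 5 min for 30 min at room temperature. Data normalized to 6.5 mM cAMP as agonist control.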
D3 ag: agonists of human D3 dopamine receptor | P35462 | max activation, % | AID 652048 | 410,000 compounds, 0.58% hits | D3R DiscoveRx beta-arrestin cells, luminescence, 90 min; in the data active = max activation above about 30%; also: 0% is about no effect; mostly tested at two doses, the higher about 12 µM
Target sequence (P35462 whole entry, looked up): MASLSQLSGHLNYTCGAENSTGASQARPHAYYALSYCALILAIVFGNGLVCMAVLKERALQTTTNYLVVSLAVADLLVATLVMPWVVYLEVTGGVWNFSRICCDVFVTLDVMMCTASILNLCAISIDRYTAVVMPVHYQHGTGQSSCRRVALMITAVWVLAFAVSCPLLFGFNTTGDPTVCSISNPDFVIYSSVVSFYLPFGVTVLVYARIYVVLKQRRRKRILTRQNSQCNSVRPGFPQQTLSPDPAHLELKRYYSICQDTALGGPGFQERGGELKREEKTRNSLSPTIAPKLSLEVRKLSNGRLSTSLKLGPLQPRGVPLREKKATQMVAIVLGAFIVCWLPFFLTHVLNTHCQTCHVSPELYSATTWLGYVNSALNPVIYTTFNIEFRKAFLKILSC
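Agonist mode: compounds and dopamine controls were applied to plated cells for 90 min at 37 degrees C after an overnight attachment at 1500 cells/well. Luminescent read-out followed 30 - 60 minutes at room temperature with DiscoveRx detection reagent.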
EPAC2 antagonist: antagonists of human EPAC2; Q8WZA2; EPAC2 GEF exchange of Rap1B-BODIPY-GDP, fluorescence; Potency, µM (top dose mostly 114 µM), for inactives: at the highest dose activity, negative = inhibition, hits mostly inhibitors; 360,000 compounds, 0.18% hits; also: potency is read from the fitted curve at half-maximal effect; % is scaled to controls: 0 for no effect and ±100 for the full control effect; nearly all actives have a fitted effect of over 45% in size; many of its hits are not listed in these tables
Akt phos inh: Akt phosphorylation inhibition; Neuro2A IGF-stimulated pAkt S473 HTRF, 20 min; active compounds read low; activity change, % for hits at 50 µM; 360,000 compounds, 0.32% hits; in the data active = activity change below about -80%; inconclusive = mostly about -51% to -80%; also: % is scaled to controls: 0 for no effect and ±100 for the full control effect
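Single-point screen (50 µM final compound) in Neuro2A cells stimulated 20 min with 6 nM IGF at 37 deg C. After lysis, Ser473-phosphorylated Akt read by HTRF (ex 330 nm, em 615/665 nm) as the 665/615 ratio.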
CCT chaperon mod: modulators of cytosolic chaperonin (CCT/TRiC) activity | purified chaperonin ATPase assay, HTRF ADP detection, 30 min | activity change, % (no concentration beside the values), hits read low | 360,000 compounds, 0.3% hits | AID 651819; in the data active = activity change below about -30%; also: % is scaled to controls: 0 for no effect and ±100 for the full control effect
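Nucleotide hydrolysis assay: TRiC at 20–40 nM final (set by batch activity) with 10 uM ATP, 30 min at 37 °C, in presence of 76 uM compound. Detection by competitive ADP HTRF, 30 min ambient.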
D3 antag: D3 dopamine receptor (human) antagonism | D3R cells, DiscoveRx beta-arrestin luminescence, antagonist mode; active compounds read low | max response, negative = inhibition, % | 360,000 compounds, 2.5% hits; in the data active = max response below about -50%; inconclusive = no clear call, values can overlap the other calls; also: % is scaled to controls: 0 for no effect and ±100 for the full control effect; mostly tested at two doses, the higher about 12 µM
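Cells plated overnight at 1500 cells/well, then exposed to library compounds with dopamine controls for 90 minutes at 37 degrees C. DiscoveRx reagent added for 30–60 minutes at room temperature; luminescence read, quantitative HTS format.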
PTHR1 ag: agonists of human PTHR1 parathyroid hormone receptor; Potency, µM (series often up to 115 µM), for the others: at the highest dose activation, hits mostly activators; AID 743266; 410,000 compounds, 0.075% hits; HEK293 GP2 PTHR1 cells, GloSensor cAMP luminescence, 1 h; Q03431; also: potency is read from the fitted curve at half-maximal effect; nearly all actives have a fitted effect of over 55% in size; some results filed as inactive show a strong effect at the top dose; inactives centre near -15; many of its hits are not listed in these tables
Target sequence (Q03431 whole entry, looked up): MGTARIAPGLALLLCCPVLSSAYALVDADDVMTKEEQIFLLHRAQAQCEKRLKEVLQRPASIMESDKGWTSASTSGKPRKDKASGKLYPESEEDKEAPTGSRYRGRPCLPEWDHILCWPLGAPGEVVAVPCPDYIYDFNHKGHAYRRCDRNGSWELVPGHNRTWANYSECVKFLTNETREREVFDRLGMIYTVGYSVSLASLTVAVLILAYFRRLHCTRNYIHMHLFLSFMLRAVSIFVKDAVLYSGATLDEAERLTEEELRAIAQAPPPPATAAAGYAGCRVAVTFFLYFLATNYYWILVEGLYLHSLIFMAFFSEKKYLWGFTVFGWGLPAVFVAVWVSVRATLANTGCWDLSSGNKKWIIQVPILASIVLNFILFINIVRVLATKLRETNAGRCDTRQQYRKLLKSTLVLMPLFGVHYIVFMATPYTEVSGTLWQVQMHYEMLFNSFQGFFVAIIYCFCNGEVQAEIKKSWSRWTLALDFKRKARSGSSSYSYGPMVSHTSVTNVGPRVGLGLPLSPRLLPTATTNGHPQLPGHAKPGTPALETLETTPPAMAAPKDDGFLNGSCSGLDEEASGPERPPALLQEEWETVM
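HEK-293-derived GP2 cells expressing PTHR1 and a GloSensor cAMP reporter, 3,000/well, plated overnight, given luciferin plus IBMX (each 0.5 mM as added) for 1 h at 37 °C, then compound for 1 h at 37 °C. Luminescence was read after 15 min at room temperature.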
* marks the source's active call; other numbers are inactive results; i = inactive; ? = inconclusive; . = no result given; [ ] = remark or other dose. Unless noted, calls follow the shape of the dose curve; as a rule, active = well fitted curve in the direction sought with a large enough effect; inconclusive = small, poorly fitted or top-dose-only effect, or another doubt; inactive = no such curve, though single readings can be large; an effect the other way counts as inactive or inconclusive. A portion of the library (hit frequency here may not be typical).

smiles	MmCpn inh	EPAC2 ag	D3 ag	EPAC2 antagonist	Akt phos inh	CCT chaperon mod	D3 antag	PTHR1 ag
CCOc1cc(C(=O)Nc2ccc(S(=O)(=O)Nc3onc(C)c3C)cc2)cc(OCC)c1OCC	-1%	9%	-6	1%	i	-2.1	10	i
CC(=O)Nc1ccccc1C(F)(F)F	1%	0%	11	-5%	i	0.4	12	i
C[C@]12c3[nH]c4ccc(Cl)cc4c3CCN1C(=O)[C@@H](CC(=O)NCc1ccco1)C[C@@H]2C(=O)N1CCOCC1	0%	-1%	12	10%	i	-5.5	-20	i
CC(C)(C)NC(=O)NC(=O)COC(=O)Cc1coc2ccc3ccccc3c12	0%	4%	4	-8%	i	0.5	58	i
COCCN(C(=O)/C=C/c1ccccc1)c1nnc(-c2cccnc2)s1	1%	-7%	9	8%	i	1.4	12	-24%
CCc1nc2c(c(=O)c3ccccc3n2C)c(=O)n1-c1ccc(F)cc1	-23%	-1%	2	2%	i	-0.3	-10	-13%
Cc1cc2cc(CCNC(=O)C(=O)c3c[nH]c4ccccc34)c(=O)[nH]c2cc1C	-1%	11%	4	-1%	i	-0.3	54	-13%
CCOC(=O)C1(C)CCN1C(=O)c1cc(OC)ccc1Br (configuration not stated)	.	6%	3	-6%	i	-7.0	13	i
O=C(CCCN1C(=O)C(c2ccccc2)Oc2cccnc21)NCCc1ccc(Cl)cc1 (configuration not stated)	-9%	5%	-12	13%	i	-125*	-15	-22%
CCOC(=O)c1nnn(CC(=O)Nc2cc(F)ccc2F)c1C(=O)OCC	-1%	-3%	-3	-6%	i	0.6	13	i
Brc1ccc(OCc2nc3ccccc3[nH]2)cc1	0%	5%	3	-4%	i	1.0	-3	-94%[inhibitor]
CCOc1ccc(C(=O)N(CN2CCCC2=O)c2ccc(C)cc2)cc1	4%	2%	24	-1%	i	-5.2	17	-11%[57.5 µM]
CCCn1nnc(NC(=O)C(C)C)n1	3%	5%	-2	3%	i	-0.2	6	i
C=CCn1c(COc2ccc(F)cc2)nnc1SCC(=O)c1c[nH]c2c(CC)cccc12	0%	9%	-10	-10%	i	-3.2	-10	-16%
CCn1c(SCC(=O)OCc2ccccc2)nc2c1c(=O)n(C)c(=O)n2C	0%	9%	2	-1%	.	-0.4	-5	i
Cc1ccc(C(=O)O)cc1NC(=S)NC(=O)c1ccc(COc2ccccc2)cc1	1%	-10%	9	-7%	i	0.8	-17	-12%
Cc1cccc(C(=O)OCC(=O)Nc2ccc3c(c2)OCCO3)c1	1%	0%	0	5%	i	-1.2	-19	-31%[inhibitor]
Cc1nn(CC(=O)Nc2ccc3c(c2)nc(CCN2CCCCC2)n3C)c(=O)c2ccccc12	0%	-1%	-36	-1%	i	0.5	?	i
COC(=O)c1ccc(CNC(=O)COC(=O)CCC2CCCC2)cc1	1%	9%	-5	-2%	i	-2.9	-5	i
CC(C)Sc1nc2c(c(=O)n(C)c(=O)n2C)n1C	-1%	2%	6	2%	i	0.6	6	i
CCCC1(CCC)C(=O)NC(=NCCc2ccc(OC)c(OC)c2)NC1=O	-3%	-17%	4	-5%	i	-1.8	8	i
O=C(Cn1cccc1)NCc1cccs1	0%	0%	-6	7%	.	-1.0	-9	i
CCc1ccc(NC(=O)NC2CCCCCCC2)cc1	-1%	5%	-3	0%	i	0.1	-8	-34%[inhibitor]
O=[N+]([O-])c1ccc(-c2cnc(SCc3ccccc3Cl)[nH]2)cc1	0%	12%	-5	-5%	i	0.2	-26	-23%[57.5 µM]
COc1ccc(CNC(=O)C(C)Sc2nc3ccccc3c(=O)n2CCCN2CCOCC2)cc1 (configuration not stated)	1%	2%	-7	6%	i	-2.3	-6	2%
COc1ccccc1-n1cnc2cc(NCc3ccccc3O)ccc21	0%	1%	-2	3%	i	-0.1	-10	-64%[inhibitor]
COc1cccc(C(=O)N2CCn3c2nc2ccccc23)c1	1%	3%	-5	-1%	i	-3.5	-14	-12%
COc1ccccc1CNC(=O)Cn1cc([N+](=O)[O-])ccc1=O	1%	1%	2	-4%	i	-0.7	-23	i
Cc1nn(-c2cc(Cl)ccc2N)c(=O)c2ccccc12	1%	-16%	-17	3%	i	-0.8	-17	?
O=C(O)CCCC(=O)N1CCc2cc(S(=O)(=O)N3CCc4ccccc43)ccc21	-3%	-1%	4	-17%	i	-1.4	9	i
C=CCOc1ccc(C(=O)c2ccccc2)c(OCC(=O)NC2(C#N)CCCC2)c1	0%	19%	4	-15%	i	1.3	0	-8%
Cc1nc(NC(=O)COC(=O)C2=NNC(=O)CC2)c(Cl)cc1Cl	1%	2%	-3	0%	i	-1.9	8	9%
Cc1ccc(/C=N/NC(=O)c2ccoc2C)o1	-1%	0%	1	3%	i	-1.4	-11	-20%
CC(=O)c1cc2c(cc1NC(=O)CN1CCN(c3ccc(F)cc3)CC1)OCO2	-1%	7%	-5	-1%	i	-1.2	15	-6%[57.5 µM]
CCn1nc(C)cc1C(=O)Sc1cccc(Br)c1	0%	5%	-8	0%	i	2.2	-29	-4%
Cc1ccc(-c2nc(C#N)c(N3CCC(C)CC3)o2)cc1	-1%	10%	-6	-19%	i	-0.9	3	-13%
COc1ccc(NC(=O)CSc2nc3sc(C)cc3c(=O)n2C)cc1	0%	-4%	8	-10%	i	1.0	13	i
COC(=O)/C(=N/Nc1ccc(C)cc1)N1CCCc2ccccc21	0%	8%	-3	-4%	i	-0.8	-5	-25%
CCOC(=O)C(CC)Sc1nc2c(cnn2-c2ccc(F)cc2)c(=O)[nH]1 (configuration not stated)	1%	-1%	18	0%	i	-1.7	4	i
O=C(c1ccc(CN2CCc3ccccc3C2)cc1)N1CCN(c2ccccc2)CC1	-2%	-4%	0	-1%	i	-1.6	-62*	-32%[inhibitor]
CC(C)N(CCc1ccncc1)C(=O)Nc1ccc(Cl)c(Cl)c1	0%	4%	-9	7%	i	1.3	-16	-13%
Cc1cc(C)c(C#N)c(Sc2nnnn2-c2ccccc2)n1	0%	12%	-11	1%	i	0.3	-20	1%
COCCNc1nc(SC)nc2sc3c(c12)CCN(C)C3	-2%	10%	-9	-3%	i	-0.4	-9	i
CCCc1[nH]n(-c2nc3ccccc3s2)c(=O)c1C=NCCN1CCOCC1	-1%	8%	1	0%	i	-1.0	?	-10%[57.5 µM]
Cc1ccc(CNc2nc(NCC3CC3)nc3ccsc23)c(C)c1	.	27%	2	-2%	i	-0.9	15	-6%
Cc1noc(C)c1-c1ccc2ncnc(NCC3CCCCN3C)c2c1 (configuration not stated)	?	5%	.	1%	.	.	.	-14%
COc1ccc(NC(=O)c2cc(-c3ccc(C)cc3O)n[nH]2)c(OC)c1	1%	0%	-10	7%	i	-4.5	-9	-43%
CN(C)/C=C(\C#N)S(=O)(=O)c1ccc(Cl)cc1	4%	14%	10	7%	i	1.0	19	-17%
Cc1ncc(CSc2ccc(Cl)cc2)c(CO)c1O	-3%	14%	-21	-3%	i	-1.2	-13	-12%
C=CCn1c(SCC(=O)NCC(c2ccccc2)N(C)C)nc2sc3c(c2c1=O)CCC3 (configuration not stated)	.	4%	-10	2%	i	1.2	4	-20%
COc1ccc2c(CSc3nnc(-c4cccnc4)n3-c3ccccc3F)cc(=O)oc2c1	1%	-2%	6	-2%	i	1.5	13	i
Cc1cnc([N+](=O)[O-])n1CCOC(=O)NC(=O)c1ccccc1	-10%	8%	1	5%	i	-3.0	9	i
CCc1nnc(NC(=O)c2ccc(COc3ccccc3Cl)o2)s1	2%	4%	9	-10%	i	2.0	8	i
COc1cccc(CN(C)C(=O)CN2C(=O)NC(c3ccccc3)(c3ccccc3)C2=O)c1	1%	15%	9	-10%	i	0.3	-3	-7%
Cc1cc(C(=O)COC(=O)COc2ccc(C#N)cc2)c(C)n1C1CC1	1%	10%	0	-7%	i	-2.1	17	i
CC1OC(OC2C(CO)OC(OCC3OC(OC(=O)[C@@]45CCC(C)(C)C[C@@H]4C4=CC[C@@H]6[C@@]7(C)CCC(OC8OCC(O)C(O)C8OC8OC(C)C(O)C(O)C8O)[C@@](C)(CO)C7CC[C@@]6(C)[C@]4(C)CC5)C(O)C(O)C3O)C(O)C2O)C(O)C(O)C1O (some centres not stated)	.	-2%	3	4%	i	2.1	1	21%
O=C(c1ccccc1)N1CCN(C(=O)c2cc3ccccc3oc2=O)CC1	0%	1%	-1	-2%	i	0.7	-11	5%
O=C(CNCc1cccnc1)Nc1cc(C(F)(F)F)ccc1N1CCOCC1	2%	10%	-8	-8%	i	-0.4	-19	-4%
CCS(=O)(=O)C1=NN2C(=N)/C(=C\c3ccc(OC(=O)c4ccco4)cc3)C(=O)N=C2S1	3%	7%	-6	6%	i	2.1	-22	i
COc1ccc(CCNC(=O)c2c(Cl)ccc(Cl)c2OC)cc1OC	?	4%	13	4%	i	1.3	7	0%

Given with each value named: entries from further up
> Cc1cc(C(=O)COC(=O)COc2ccc(C#N)cc2)c(C)n1C1CC1
  MmCpn inh = 1%
  EPAC2 ag = 10%
  D3 ag = 0
  EPAC2 antagonist = -7%
  Akt phos inh = i
  CCT chaperon mod = -2.1
  D3 antag = 17
  PTHR1 ag = i

> COc1ccc2c(CSc3nnc(-c4cccnc4)n3-c3ccccc3F)cc(=O)oc2c1
  MmCpn inh = 1%
  EPAC2 ag = -2%
  D3 ag = 6
  EPAC2 antagonist = -2%
  Akt phos inh = i
  CCT chaperon mod = 1.5
  D3 antag = 13
  PTHR1 ag = i

(continued)
smiles	MmCpn inh	EPAC2 ag	D3 ag	EPAC2 antagonist	Akt phos inh	CCT chaperon mod	D3 antag	PTHR1 ag
CCOC(=O)c1sc(=NC(=O)/C=C/c2ccccc2)n(C)c1C	2%	-6%	-5	7%	i	-1.3	-5	i
CC1(C)Oc2ccc3ccc(=O)oc3c2[C@@H](O)[C@@H]1O	-3%	5%	87*	8%	i	0.8	0	10%
CNC(=O)c1[nH]nc2c1CCc1cc(OC)ccc1-2	-1%	3%	-5	-4%	i	-1.5	-7	i
COc1ccc(NC(=S)N2CCCN(Cc3cccc(Cl)c3)C2)cc1	-3%	18%	-13	-9%	i	-0.8	-80*	i
O=C(Nc1ccc(C2CC2(Cl)Cl)cc1)c1cccc([N+](=O)[O-])c1 (configuration not stated)	-3%	12%	-10	-17%	i	-0.4	-15	-64%[inhibitor]

Compound activity deposited in PubChem BioAssay by National Center for Advancing Translational Sciences (NCATS).
